N370S GC mod – qHTS Assay for Inhibitors and Activators of N370S glucocerebrosidase as a Potential Chaperone Treatment of Gaucher Disease | 330,000 compounds, 0.092% hits | Potency, µM (highest dose often 59.4 µM), inactives show top-dose activity change, negative = inhibition, hits mostly inhibitors | N370S GC spleen homogenate, 4MU-glucoside fluorescence | Lysosomal acid glucosylceramidase (Homo sapiens), P04062;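 also: 0% = full enzyme activity and -100% = no enzyme basal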
TDP1 inh – qHTS Assay for Inhibitors of Tyrosyl-DNA Phosphodiesterase (TDP1) | recombinant TDP1, AlphaScreen DNA substrate cleavage | Potency, µM (titrated, usually from 130 µM), without a hit: at the highest dose activity change, negative = inhibition, usual class: inhibitors | 350,000 compounds, 0.28% hits; also: nearly all actives have a fitted effect of over 40% in size
Target sequence (Q9NUW8 whole entry, looked up): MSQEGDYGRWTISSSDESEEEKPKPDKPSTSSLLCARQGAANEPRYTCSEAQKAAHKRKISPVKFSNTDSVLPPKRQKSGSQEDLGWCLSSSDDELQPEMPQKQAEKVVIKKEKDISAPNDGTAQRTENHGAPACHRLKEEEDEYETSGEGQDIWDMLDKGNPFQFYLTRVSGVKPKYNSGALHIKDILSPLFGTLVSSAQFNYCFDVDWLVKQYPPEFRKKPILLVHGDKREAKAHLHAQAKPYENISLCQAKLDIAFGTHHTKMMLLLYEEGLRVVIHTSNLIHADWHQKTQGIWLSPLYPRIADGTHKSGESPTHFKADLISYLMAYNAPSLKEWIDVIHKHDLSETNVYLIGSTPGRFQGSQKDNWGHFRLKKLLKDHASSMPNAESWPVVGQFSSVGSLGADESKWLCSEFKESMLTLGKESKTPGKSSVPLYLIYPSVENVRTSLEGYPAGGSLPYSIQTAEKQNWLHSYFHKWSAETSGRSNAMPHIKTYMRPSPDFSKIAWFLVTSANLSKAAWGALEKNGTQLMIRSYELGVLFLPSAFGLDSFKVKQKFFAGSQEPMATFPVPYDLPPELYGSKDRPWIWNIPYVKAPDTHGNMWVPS
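Steps: enzyme plus compound, 15 min RT; add biotin/phosphotyrosine-FITC oligonucleotide (15 nM final), react 5 min; add donor/acceptor beads (10 ug/ml final), 10 min; read AlphaScreen. Tdp1 at 1 nM final.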
TDP1 cell noCPT – qHTS for Inhibitors of human tyrosyl-DNA phosphodiesterase 1 (TDP1): qHTS in cells in absence of CPT; 420,000 compounds, 15% hits; Potency, µM (top dose mostly 46.2 µM), for inactives: top-dose activity change, negative = growth inhibition, actives largely listed as inhibitors; DT40 Tdp1-/- hTDP1 cells, no CPT, ATP luminescence, 48 h; also: nearly all actives have a fitted effect of over 55% in size
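Cells were dispensed at 400 per well, compounds added by pin tool, plates incubated ≥48 hr at 37 °C, then CellTiter-Glo added for 30 min at room temperature before luminescence reading. Line: DT40 Tdp1-/- complemented with hTDP1; camptothecin omitted.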
* hit, by the source's call; u = inconclusive; x = not tested or not shown; [ ] = remark or other dose. Calls follow the shape of the dose curve; as a rule, active = well fitted curve in the direction sought with a large enough effect; inconclusive = small, poorly fitted or top-dose-only effect, or another doubt; inactive = no such curve, though single readings can be large; an effect the other way counts as inactive or inconclusive. Unless noted, % is scaled to controls: 0 for no effect and ±100 for the full control effect; potency is read from the fitted curve at half-maximal effect. These rows are one share of the data (hit frequency here may not be typical).

Order of values – TDP1 cell noCPT	TDP1 inh	N370S GC mod
Cc1ccc(S(=O)(=O)N2CCCCC2)cc1NC(=O)Cn1c(=O)cnc2ccccc21
    u	-1%	2%
Cc1ccc(C)c(Cn2nnc3c(=O)[nH]c(C4CCCN(C(=O)C5CCCCC5)C4)nc32)c1 (stereo not given)
    u	0%	9%
CCN(CC(=O)Nc1c(F)cccc1F)C(=O)c1cc2c(cc1Cl)N1CCCCCC1=NS2(=O)=O
    -9%	0%	-8%
CC(=O)Nc1ccc(OC(=O)c2cccs2)cc1
    5%	2%	0%
CCCN(CC(=O)Nc1ccccc1C)C(=O)c1ccc(=O)n(Cc2ccccc2)n1
    -8%	4%	5%
O=C1CCC2(CC1)NC(=O)N(c1ccccc1)N2
    -13%	3%	-4%
C=CCOc1ccc(/C=C/C(=O)OCC(=O)NCC2CCCCC2)cc1
    -19%	3%	0%
c1coc(CNc2c3c(nc4ccccc24)CCC3)c1
    23µM*	4%	-8%
COC(=O)C1=C(C)NC(=O)CC1c1ccc(F)c(Br)c1 (stereo not given)
    -19%	7%	2%
CCC1(CC)Cc2ccccc2-c2nc(NCCO)[nH]c(=O)c21
    -4%	2%	u
N#Cc1c(N2CCCC(O)C2)nc(N)c2c(N)nc3c(c12)CC(=O)N3C12CC3CC(CC(C3)C1)C2 (stereo not given)
    18µM*	-1%	-8%
COc1ccc(C2CC(=O)Nc3c2c(=O)[nH]c2nc4ccccc4n32)cc1OC (stereo not given)
    5%	1%	x
C=CCNc1nc(C(=O)OCC(=O)c2ccc(C)c([N+](=O)[O-])c2)cs1
    -19%	6%	-9%
COc1cc2c(cc1OC)CN(CC(=O)Nc1ccc3c(c1)OC(F)(F)O3)CC2
    -23%	3%	1%
Cc1ccc2nc3c(c(C(=O)O)c2c1)CCC3
    1%	-6%	4%
Cn1cccc1C(=O)N1CCC2(CCCN(C(=O)Nc3ccccc3)C2)CC1
    0%	x	-3%
CCOc1ccc(NC(=O)CN(C)C(=O)CCNC(=O)c2ccc(Br)cc2)cc1OCC
    -19%	-8%[0.505 µM]	1%
CC(C)c1ccc(-c2nnc3n(CCc4ccccc4)c(=O)c4ccccc4n23)cc1
    18µM*	6%	x
COc1ccc(CNC(=O)c2cc3c(=O)n4cccc(C)c4nc3s2)cc1
    -16%	-1%	x
CCc1ccc(-c2nc(CS(=O)CC(=O)NCc3ccc(F)cc3)c(C)o2)cc1 (stereo not given)
    u	0%	x

Going on with the list.
Order of values – TDP1 cell noCPT	TDP1 inh	N370S GC mod
Cc1ccc(C)c(S(=O)(=O)N2CCN(C(=O)C3CCN(C(=O)c4ccc(F)cc4)CC3)CC2)c1
    u	x	-4%
Nc1ccccc1SCC(=O)Nc1ccc(N2CCOCC2)cc1
    -24%	5%	2%
CCOc1ccc(C(=O)Nc2cc3c(cc2N2CCCC2)n(CC)c(=O)n3CC)cc1OCC
    u	10%	-11%
O=C(Cc1ccc(F)cc1)N1CCC(N2CCC(C(=O)N3CCOCC3)CC2)CC1
    -13%	0%	-21%
CC(C)NS(=O)(=O)c1ccc(CCC(=O)Nc2ccc3c(c2)OCCO3)cc1
    -16%	-3%	4%
Cc1csc(NC(=O)CSc2ncn(-c3ccccc3)n2)n1
    -23%	-1%	24%
Clc1ccc(-n2nnnc2-c2cnc(-c3ccncc3)nc2-c2cccs2)cc1
    u	14%[56.1 µM]	-7%
CCOC(=O)Cc1csc(NC(=O)CSc2nnc(C)n2C)n1
    -3%	2%	21%
O=S1(=O)N=C(N=Nc2c(O)[nH]c3ccccc23)c2ccccc21
    -20%	0%	4%
Nc1ncnc2c1ncn2[C@@H]1O[C@H](CNC(=O)[C@H](N)Cc2cscn2)[C@@H](O)[C@H]1O
    -12%	1%[56.1 µM]	x
O=C1C(Cc2ccccc2)Nc2ncnc(N3CCN(c4ccccc4)CC3)c2N1Cc1ccc(Cl)cc1 (stereo not given)
    18µM*	x	-20%
CCOC(=O)c1c(NC(=O)CN2CCOCC2)sc2c1CCCC2=O
    -14%	6%	2%
COC(=O)c1ccccc1NC(=O)Oc1ccc(F)cc1
    -5%	-2%	2%
CCOC(=O)C(C)Sc1nnc2cc(C)c3ccccc3n12 (stereo not given)
    u	5%	x
N#CC1=C(N)OC2=C(C(=O)CCC2)C1c1ccsc1 (stereo not given)
    11%	-2%	14%
O=C(COc1ccc(Cl)cc1Cl)NNC(=S)NCc1ccco1
    -16%	10%	0%
CCN=C1S/C(=C\c2ccc(Sc3ccc(Cl)cc3)o2)C(=O)N1CC
    -18%	3%	-6%
c1coc(-c2ncc[nH]2)c1
    2%	-8%	11%
CC(=O)Nc1ccccc1-c1nc2ccccc2n(C(C)C(=O)Nc2cccc(C)c2C)c1=O (stereo not given)
    u	6%	x
CCOC(=O)c1oc2ccccc2c1CSc1nnc(-c2ccco2)o1
    u	2%	11%

(continued)
Order of values – TDP1 cell noCPT	TDP1 inh	N370S GC mod
O=C(NC1CCCC1)c1cccnc1N1CCCCCC1
    -16%	-11%	2%
CCC(C(=O)O)n1nnc(-c2ccc(OCc3ccccc3)c(OC)c2)n1 (stereo not given)
    x	4%	-1%
CCN(CC(=O)Nc1c(F)cccc1F)C(=O)CCc1ccc(OC)cc1
    -4%	5%	11%
CCOc1ccc(C(=O)/C=C/c2ccccc2C(F)(F)F)cc1
    -9%	0%	-1%
COc1ccc(C)cc1NC(=O)Nc1cnccn1
    u	5%	17%
COc1cccc(/C=C2/SC(=O)N(C)C2=O)c1OCc1ccc(C(=O)O)cc1
    1%	-5%	4%
CC1(C)CC(=O)c2cc(OCC(=O)NCCN3CCOCC3)ccc2O1
    -6%	2%	u
O=C(Nc1ccc(OC(F)(F)F)cc1)Nc1cccnc1
    u	-1%	-18%
CCOC(=O)C1CCN(C(=O)COC(=O)c2ccc3[nH]c4c(c3c2)CCCC4)CC1
    12µM*	x	-7%
COc1ccc(Cl)cc1NC(=O)CN(C)C(=O)/C=C/c1ccco1
    -20%	1%	x
CC1=NN(c2nc(-c3ccc(C)cc3)cs2)C(=O)C1N=Nc1ccccc1O (stereo not given)
    4.6µM*	10%	-26%
O=C(O)c1cn(-c2ccc(F)cc2)c2cc(N3CCNCC3)c(F)cc2c1=O
    16µM*	7%[56.1 µM]	-6%
CN(C)S(=O)(=O)c1ccc(C(=O)N2CCN=C2SCc2cccnc2)cc1
    -36%	10%	1%
O=C(CC(NS(=O)(=O)c1ccc(Cl)cc1)c1ccco1)NCc1cccnc1 (stereo not given)
    u	7%	-9%
O=C(Nc1ccc(C#Cc2ccccc2)cc1)C1CC1
    -16%	-2%	-2%
Cn1c(=O)cc(OCC(=O)N2CCCc3ccccc32)c2ccccc21
    u	2%	4%
COc1ccc(-n2c(SCC(=O)NCC3CCCO3)nc3ccccc32)cc1 (stereo not given)
    -21%	2%	-8%
COc1cc(C=O)c(Br)cc1OCC(=O)NCCc1ccccc1
    18µM*	8%	-6%
COc1ccccc1C(CNC(=O)c1cc(C)nc2ccccc12)N(C)C (stereo not given)
    -3%	x	2%
Nc1nc(NC(=O)c2ccccc2Cl)nn1-c1ccccc1
    -8%	4%	22%

(listing goes on)
Order of values – TDP1 cell noCPT	TDP1 inh	N370S GC mod
O=S(=O)(c1ccccc1)c1ccc(N2CCCCCC2)cc1
    u	x	u
Cc1[nH][nH]c(=O)c1C=NCc1ccc(Cl)cc1
    -7%	4%	3%
CCOC(=O)Nc1ccc2c(c1)N(C(=O)CN1CCN(CCO)CC1)c1ccccc1CC2
    -13%	x	-14%
O=C(CN(Cc1ccccc1)S(=O)(=O)c1ccc2c(c1)OCCO2)N/N=C/c1ccc(F)cc1
    -20%	8%	8%
Cc1cccc(NC(=O)CN(CC2CCCO2)C(=O)c2cc3ccccc3o2)c1C (stereo not given)
    u	0%	u
COc1ccc(C)cc1Nc1n[n+](C)c(-c2ccc(C(=O)O)cc2)s1
    x	1%	-9%
Cc1ccc(OCc2n[nH]c(=S)n2N)cc1C
    0%	5%	-4%
COCCCN1C2=C(C(=O)CC(C)(C)C2)C(c2ccc(OC)c(OC)c2)C2=C1CC(C)(C)CC2=O
    24%	x	-8%
CCC(C)(C)NC(=O)CN(C(=O)CNS(=O)(=O)c1ccccc1)c1ccc2c(c1)OCCO2
    -12%	2%[0.0935 µM]	-7%
Cc1cc(N=Nc2ccc(Cl)cc2)cc(CN2CCOCC2)c1O
    u	11%	-26%
Cc1cc(C)nc(NC(=O)c2ccc(Br)s2)n1
    -1%	x	1%
COc1ccc(C)cc1NC(=O)c1cc(S(=O)(=O)N2CCCCC2)c[nH]1
    u	5%	x
Cc1ccc(F)c(N=Cc2c(O)c3ccccc3oc2=O)c1
    -30%	x	-8%
COC(=O)c1ccc(C(=O)OC)c(NC(=O)C2CCCO2)c1 (stereo not given)
    -10%	4%	-13%
Cc1ccc(N2CCN(CC(O)COc3cccc4ccccc34)CC2)cc1 (stereo not given)
    u	11%	-19%
COc1cc(Cl)ccc1NC(=O)COc1ccccc1C(=O)NN
    u	8%	7%
COc1ccc(OC)c(/C=C/C(=O)OCC(=O)N2CCCC2)c1
    -4%	0%	x
Brc1ccc(-c2nc3ncccn3c2Nc2ccc3c(c2)OCCO3)o1
    -18%	8%	5%
CCCCCC(C)NC(=O)c1cc(S(=O)(=O)N2CCCCC2)ccc1N1CCOCC1 (stereo not given)
    u	1%	x
O=C(CN1C(=O)NC2(CCCC2)C1=O)OCCOc1ccccc1
    -17%	2%[56.1 µM]	-7%

(more compounds)
Order of values – TDP1 cell noCPT	TDP1 inh	N370S GC mod
COc1ccccc1N1CCN(S(=O)(=O)c2cc3c(cc2C)NC(=O)CO3)CC1
    u	x	-15%
COc1cc(NC(=O)c2cccc(S(=O)(=O)N3CCCCC3)c2)cc(OC)c1OC
    u	0%	x
O=C(O)C1Sc2[nH]c(=O)sc2C2c3ccc(O)cc3OC(=O)C12 (stereo not given)
    -1%	10%	8%
O=C(O)c1cc(S(=O)(=O)N2CCOCC2)ccc1N1CCCCC1
    -22%	0%	1%
CCc1cccc(C)c1NC(=O)Cn1c(=O)n(-c2ccc(C)cc2)c(=O)c2c1cnn2C
    -1%	6%	x
CC1CCN(CCCNC(=O)c2ccc(CS(=O)(=O)Cc3ccc(Cl)cc3)o2)CC1
    -6%	0%	-8%
CCCN(CC1CC1)C(=O)COC(=O)c1oc2c(F)cccc2c1C
    u	-4%	x
CC(C)NC(=O)COC(=O)c1ccccc1Oc1ccccc1
    -19%	7%	12%
CC(C)Oc1cccc(C(=O)C2CCCN(C(=O)c3ccccn3)C2)c1 (stereo not given)
    10µM*	5%	-6%
CN1C(=O)c2cccc3c(S(=O)(=O)N4CCCC4C(=O)O)ccc1c23 (stereo not given)
    -15%	-7%	4%
COCCCn1c(O)c(/C=C2\N=C(C#N)C(=Nc3ccc(C)cc3)O2)sc1=S
    3.3µM*	8%	-12%
CCc1cc(C(=O)Nc2ccccc2N2CCOCC2)sc1C
    u	-4%	x

In another format: 14 of the compounds above.
molecule | TDP1 cell noCPT | TDP1 inh | N370S GC mod
CCCCCC(C)NC(=O)c1cc(S(=O)(=O)N2CCCCC2)ccc1N1CCOCC1 (stereo not given) | u | 1% | x
O=C(CN1C(=O)NC2(CCCC2)C1=O)OCCOc1ccccc1 | -17% | 2%[56.1 µM] | -7%
COc1ccccc1N1CCN(S(=O)(=O)c2cc3c(cc2C)NC(=O)CO3)CC1 | u | x | -15%
COc1cc(NC(=O)c2cccc(S(=O)(=O)N3CCCCC3)c2)cc(OC)c1OC | u | 0% | x
O=C(O)C1Sc2[nH]c(=O)sc2C2c3ccc(O)cc3OC(=O)C12 (stereo not given) | -1% | 10% | 8%
O=C(O)c1cc(S(=O)(=O)N2CCOCC2)ccc1N1CCCCC1 | -22% | 0% | 1%
CCc1cccc(C)c1NC(=O)Cn1c(=O)n(-c2ccc(C)cc2)c(=O)c2c1cnn2C | -1% | 6% | x
CC1CCN(CCCNC(=O)c2ccc(CS(=O)(=O)Cc3ccc(Cl)cc3)o2)CC1 | -6% | 0% | -8%
CCCN(CC1CC1)C(=O)COC(=O)c1oc2c(F)cccc2c1C | u | -4% | x
CC(C)NC(=O)COC(=O)c1ccccc1Oc1ccccc1 | -19% | 7% | 12%
CC(C)Oc1cccc(C(=O)C2CCCN(C(=O)c3ccccn3)C2)c1 (stereo not given) | 10µM* | 5% | -6%
CN1C(=O)c2cccc3c(S(=O)(=O)N4CCCC4C(=O)O)ccc1c23 (stereo not given) | -15% | -7% | 4%
COCCCn1c(O)c(/C=C2\N=C(C#N)C(=Nc3ccc(C)cc3)O2)sc1=S | 3.3µM* | 8% | -12%
CCc1cc(C(=O)Nc2ccccc2N2CCOCC2)sc1C | u | -4% | x

Source: PubChem
